From PubChem
AGP1 TOR yeast: modulators of AGP1-GFP expression in yeast TOR pathway, primary screen, cell-based, multiplex flow cytometry, S. cerevisiae, MLPCN library; 320,000 compounds, 0.02% hits; GFP response vs DMSO, % at 10 µM; 3 h; GFP as percent of DMSO wells;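 active = GFP response relative to DMSO above a set limit, near screen average plus 3 SD, cut at about 150% in these data; inconclusive = fewer than 70 cells counted for the yeast strain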;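 note: median GFP channel fluorescence of the gated AGP1 strain per well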
GLD-1 RNA inh: GLD-1/TGE RNA complex disruptors, primary screen, biochemical, fluorescence polarization. 320,000 compounds, 0.44% hits. AID 2280, 2010. inhibition, % at 5.96 µM. purified GLD-1 + fluorescein TGE RNA. Female germline-specific tumor suppressor gld-1 (Caenorhabditis elegans), Q17339;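 active = percent inhibition above a per-plate cutoff, the plate mean of test compounds plus 3 SD, cut at about 30% in these data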;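 note: 0% = DMSO wells with GLD-1 and probe and 100% = wells lacking GLD-1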
Target sequence (Q17339 whole entry, looked up): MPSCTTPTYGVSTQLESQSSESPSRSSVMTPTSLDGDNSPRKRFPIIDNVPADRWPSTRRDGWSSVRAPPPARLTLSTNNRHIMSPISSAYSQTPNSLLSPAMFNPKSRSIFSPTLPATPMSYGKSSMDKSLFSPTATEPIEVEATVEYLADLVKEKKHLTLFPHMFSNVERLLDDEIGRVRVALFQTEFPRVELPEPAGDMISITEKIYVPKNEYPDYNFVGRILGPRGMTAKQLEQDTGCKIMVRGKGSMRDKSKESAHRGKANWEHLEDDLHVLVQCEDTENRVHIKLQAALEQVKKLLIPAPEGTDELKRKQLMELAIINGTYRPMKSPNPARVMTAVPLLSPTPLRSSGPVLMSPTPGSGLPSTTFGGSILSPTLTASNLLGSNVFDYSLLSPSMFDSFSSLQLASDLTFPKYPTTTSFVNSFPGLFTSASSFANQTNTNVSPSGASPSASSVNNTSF
Bcl-xL primary: inhibitors of human Bcl-xL, primary screen, biochemical, fluorescence polarization, HTS | GST-Bcl-xL / FITC-Bim BH3 peptide fluorescence polarization | 320,000 compounds, 0.7% hits | Bcl-2-like protein 1 (Homo sapiens), Q07817 | inhibition, % at 10.9 µM;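 active = inhibition above the mean of all tested compounds plus 3 SD, cutoff set per campaign, cut at about 30% in these data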;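 note: 0% = DMSO wells and 100% = unlabeled Bim-BH3 peptide competitor; inhibitors lower millipolarization by displacing the labeled peptide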
VLA-4 inh: inhibition in human VLA-4 binding assay, primary screen, VLA-4 allosteric modulator project, MLPCN library, flow cytometry, VLA-4 expressing cells | Integrin alpha-4 (Homo sapiens), P13612 | ligand binding flow cytometry | inhibition, % (about 7 µM as worked out from the volumes in the protocol) | 330,000 compounds, 0.2% hits; in the data active = inhibition above about 50%
GRK2 aptamer HTS: compounds blocking aptamer binding on GRK2 – biochemical, human GRK2, bead flow cytometry, HTS, primary screen; FAM-aptamer displacement from GRK2; inhibition of aptamer binding, % at 10 µM; 330,000 compounds, 0.59% hits;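 active = inhibition of aptamer binding above 40%, roughly 3 SD of noise, on plates passing a quality check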;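 note: median bead fluorescence of bound FAM aptamer so fluorescent compounds give negative values; no value below 0 was filed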
MEX-5 binding: MEX-5 zinc finger RNA-binding disruptors – biochemical, C. elegans, fluorescence polarization, MLPCN library, primary screen; MEX-5/FITC-TCR2 RNA binding; active compounds read low; 300,000 compounds, 0.38% hits; Zinc finger protein mex-5 (Caenorhabditis elegans), Q9XUB2; activity score (negative = inhibition of binding), % at 10 µM;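 active = inhibition past about -25% in most replicates, and total fluorescence under double the plate's negative control median, limit read from the data; inconclusive = replicates evenly split on the limit, or fluorescence at least double controls; inactive = too little inhibition in most replicates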;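 note: 0% = DMSO and -100% = 5 µM competing unlabeled TCR2 RNA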
Target sequence (Q9XUB2 whole entry, looked up): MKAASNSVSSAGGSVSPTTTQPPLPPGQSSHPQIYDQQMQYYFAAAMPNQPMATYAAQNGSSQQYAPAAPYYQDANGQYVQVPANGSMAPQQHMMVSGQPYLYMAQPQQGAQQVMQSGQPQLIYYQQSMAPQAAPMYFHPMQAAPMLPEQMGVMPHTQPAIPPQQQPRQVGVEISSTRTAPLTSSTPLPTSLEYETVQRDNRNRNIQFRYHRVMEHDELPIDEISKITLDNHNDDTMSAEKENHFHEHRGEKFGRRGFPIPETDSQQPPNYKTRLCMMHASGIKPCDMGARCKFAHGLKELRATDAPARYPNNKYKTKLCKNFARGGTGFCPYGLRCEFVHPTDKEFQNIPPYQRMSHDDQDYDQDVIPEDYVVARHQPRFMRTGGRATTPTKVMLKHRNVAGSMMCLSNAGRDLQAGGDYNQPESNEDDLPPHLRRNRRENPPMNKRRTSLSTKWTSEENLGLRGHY
CIT2 TOR yeast: modulators of CIT2-GFP expression in yeast, primary screen, S. cerevisiae, GFP fusion, multiplex flow cytometry, MLPCN library; S. cerevisiae CIT2-GFP strain, 3 h; 100 means same as DMSO wells; GFP response vs DMSO, % at 10 µM; 320,000 compounds, 0.065% hits;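 active = GFP response relative to DMSO above a set limit, near the screen mean plus 3 SD, cut at about 150% in these data; inconclusive = Fewer than 70 cells measured for a yeast strain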;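 note: ratio of well median GFP fluorescence to mean of DMSO wells on the plate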
MCL1 BIM primary: inhibitors of MCL1 binding to BIM-BH3, primary screen, biochemical, fluorescence polarization; AID 2057, 2009; GST-MCL1 / FITC-Bim-BH3 fluorescence polarization; inhibition, % at 10.9 µM; Induced myeloid leukemia cell differentiation protein Mcl-1 (Homo sapiens), Q07820; 320,000 compounds, 0.68% hits;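 active = inhibition above the mean inhibition of all tested compounds plus 3 SD, set per campaign, cut at about 40% in these data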;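 note: 0% = DMSO wells and 100% = unlabeled Bim-BH3 peptide control; higher means more loss of mP so more displacement of Bim peptide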
Fam108B counter: mouse Fam108B serine hydrolase inhibitors, primary screen, counter-screen for RBBP9 inhibitor project, biochemical, fluorescence polarization; recombinant Fam108B, FP-Rh probe fluorescence polarization; AID 1947, 2009; inhibition, % at 9.51 µM; 300,000 compounds, 0.33% hits;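 active = inhibition above the screen mean inhibition plus 3 SD, computed separately per campaign, cut at about 18% in these data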;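 note: inhibitors lower polarization as less probe binds the enzyme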
* = called active by the depositor; u = inconclusive; x = no result given; + = active, no number; [ ] = another dose, or the depositor's remark.

Values run as follows: Bcl-xL primary, GRK2 aptamer HTS, MCL1 BIM primary, VLA-4 inh, MEX-5 binding, AGP1 TOR yeast, Fam108B counter, CIT2 TOR yeast, GLD-1 RNA inh
> CC(C)(CN1CCCCC1)NS(=O)(=O)c1ccc(Cl)cc1
 : -3, 0, -10, -6, -1.0, 20[may fluoresce violet], -1, u, -2
> COc1cc(CN2CCN(Cc3ccc(C(F)(F)F)cc3)CC2)cc(OC)c1OC
 : 0, 1, 0, 3, -0.2, 100, -4, 98, 12
> Oc1ccc(Cl)cc1CNc1cnc2ccccc2c1
 : 2, 0, 3, -1, 1.3, 98, 4, 97, 4
> CSc1ccccc1C(=O)N1CCN(c2ncccn2)CC1
 : 8, 0, 7, 9, -2.1, 92, 1, 110, 2
> COc1ccc(NC(=O)c2cn(C)c(=O)c3cc(OC)c(OC)cc23)c(OC)c1
 : 6, 0, 2, -2, 2.2, 93, 1, 102, -10
> Cc1ccc(OCC(=O)N/N=C/c2cccnc2)cc1
 : 1, 0, 1, 1, -1.0, 96, -2, 93, -6
> Cc1c(C(=O)C(=O)NCc2ccco2)c2ccccc2n1C
 : -1, 0, -10, -2, x, 88, -6, 84, 5
> O=C(COc1nc2ccccc2nc1N1CCOCC1)Nc1cccc(S(=O)(=O)N2CCCCC2)c1
 : -2, 0, -13, 5, 4.8, 102, -2, 101, 4
> COc1cccc(C(=O)NCc2ccc3c(c2)OCO3)c1OC
 : x, 1, x, -2, 2.4, 98, x, 108, x
> CCc1nnc(SCC(=O)N2CCCC(N3CCN(c4ccccc4C)CC3)C2)o1 (centres undefined)
 : 5, 0, 2, -8, -5.3, 97[may fluoresce green], -2, 95[may fluoresce green], 1
> Cc1c(Br)c(O)c(Br)c2sc(=O)oc12
 : 36*, 0, 79*, 0, x, 57, 29*, 76, 3
> Cc1ccc(Cl)cc1N(CC(=O)Nc1cccc(N(C)S(C)(=O)=O)c1)S(C)(=O)=O
 : 7, 2, 7, 5, 1.5, 107, 0, 103, 6
> CC(=O)Nc1ccc(S(=O)(=O)Nc2ccc(Nc3ccccc3)cc2)cc1
 : 5, 0, 2, 1, -5.1, 102, 11, 99, 7
> O=C(NCCCc1ccccc1)[C@@H]1Cc2ccccc2CN1
 : 1, 0, -4, -10, -0.6, 95, -3, 95, 8
> COCCNC(=O)c1c(CS(=O)(=O)c2ccccc2)noc1C(=O)NCc1ccccc1
 : 2, x, -1, x, 3.0, x, -1, x, 7
> CCC(C)NC(=O)CSc1ccc(Cl)cc1 (centres undefined)
 : 7, 3, 3, -4, -1.6, 102, -5, 98, 5
> COc1ccc2c(c1)C=C(CN1CCC(CO)(CCc3ccccc3)CC1)CO2
 : -1, 0, 1, 2, -1.8, 103, 2, 95, -6
> COc1cc(CN2CCCC(C(=O)Nc3ccccc3Oc3cccnc3)C2)ccc1F (centres undefined)
 : -1, 1, 6, -6, 4.0, 96, 4, 101, 10
> O=C(Nc1nnc(-c2ccccc2F)s1)c1ccccc1F
 : 0, 1, 0, 3, 0.3, 94, 0, 88, -4
> Nc1ccc(C(=O)OCc2nc3c(ccc4ccccc43)[nH]2)cc1
 : 0, 0, -1, -5, -2.1, 105, 6, 104, 3
> COCCCn1c(=O)/c(=C\c2ccccc2OC(F)F)s/c1=C(/C#N)C(=O)N1CCOCC1
 : 1, 0, +, -10, 3.1, 105, 4, 99, 4
> Cc1ccc2cc(C#N)c(NCCNC(=O)C3CCC3)nc2c1C
 : -2, 4, -1, 9, 1.7, 107, 2, 99, 10
> Cc1ccsc1C(=O)OCC(=O)NCCC1=CCCCC1
 : 3, 0, 4, -6, -3.5, 98, -2, 100, 5
> CC1(C)CN(c2cccc(-c3ccnc4ncnn34)c2)C1=O
 : 0, 0, -7, 15, 0.6, 116, 3, 112, 4
> CCOC(=O)N1CCC(N2C(=O)c3ccccc3C2Nc2ccc(S(=O)(=O)N(CC)CC)cc2)CC1 (centres undefined)
 : 10, 1, 7, 1, 2.9, 100, 1, 94, 2
> O=C(CCN1C(=O)/C(=C\c2cccs2)SC1=S)Nc1nccs1
 : -2, 0, -6, -4, -6.1, 91, -1, 96, -17
> C[C@@]12C(=O)N(Cc3ccco3)CC(=O)N1[C@H]1c3ccccc3OC[C@@H]1[C@@H]2c1ccccc1
 : x, 2, x, -3, x, 93, x, 91, 2
> CCCCn1c(SCC(=O)N2CCOCC2)nnc1-c1cccs1
 : 4, 4, 2, -3, 1.1, 100, 1, 97, 3
> O=c1[nH]c(SCc2cccc(F)c2)nc2c1CCCC2
 : -3, 2, -6, 0, x, 95, -1, 89, 8
> Cc1c(C#N)c2ccccc2n1CC(=O)N1CCc2ccccc2C1
 : 0, 0, 2, 11, 0.3, 106, -1, 101, 3

Further structures follow.
Values run as follows: Bcl-xL primary, GRK2 aptamer HTS, MCL1 BIM primary, VLA-4 inh, MEX-5 binding, AGP1 TOR yeast, Fam108B counter, CIT2 TOR yeast, GLD-1 RNA inh
> O=C(COc1ccc2ccc(=O)oc2c1)NCCCN1CCCC1=O
 : 5, 3, 7, 11, -1.7, 114, -3, 112, 7
> O=S(=O)(c1ccccc1)c1cnn2c(C(F)(F)F)cc(-c3ccccc3)nc12
 : 9, 4, 3, 0, -0.1, 97, 1, 99, 8
> O=C(c1cccs1)C1CCCN(Cc2nc(Cc3ccccc3F)no2)C1 (centres undefined)
 : 8, 4, 3, 3, -1.5, 100, 5, 107, 6
> C=CC[C@H](CC(=O)N(CCO)Cc1ccccc1)C(=O)N[C@@H](COC(=O)[C@H](CC=C)CC(=O)OC(C)(C)C)Cc1c[nH]c2ccccc12
 : x, 0, x, 3, x, 103, x, 100, 6
> CCOc1ccccc1NC(=O)C(OC(=O)c1ccccc1NS(=O)(=O)c1cccs1)c1ccccc1 (centres undefined)
 : 5, 1, 6, 21, 2.4, x, -2, x, 4
> Cc1cc(C(=O)Nc2ccon2)ccc1[N+](=O)[O-]
 : 1, 0, -1, 2, 3.4, 105, 0, 99, 5
> CCC(C(=O)NCCN1CCOCC1)n1nc(C)n2c(cc3sccc32)c1=O (centres undefined)
 : 1, 2, 1, 11, -1.9, 104, 0, 98, -2
> Clc1ccccc1N1CCN(c2ncnc3nc[nH]c23)CC1
 : 3, 0, 3, -8, 1.6, 101, 2, 103, -2
> Cc1ccc(S(=O)(=O)N2CCOCC2)cc1C(=O)OCC(=O)NCc1ccc2c(c1)OCO2
 : 0, 0, -8, -1, x, 94, x, 104, 3
> O=C(O)c1cc(-c2ccccc2)n(-c2ccccc2)n1
 : 6, 3, 3, 3, 1.6, x, 0, 90, 6
> Cc1ccc(NC(=O)OCC(F)(F)C(F)F)cc1NC(=O)OCC(F)(F)C(F)F
 : 3, 2, 7, -21, 1.6, 98, -1, x, -3
> CC(C)CNC(=S)NC1CC2CCCC(C1)N2C1CCCCC1 (centres undefined)
 : 4, 0, -1, 15, 0.5, 105, 5, 108, 2
> CNC(=O)CSc1nc2ccccc2c(=O)n1CCc1ccccc1
 : 3, 2, -4, 8, -3.3, 103, -2, 105, 1
> COc1cc(/C=C/C(=O)N2CCc3ccccc3C2)cc(OC)c1OC
 : -1, 1, 9, 10, 2.0, 88, -1, 93, -9
> CC1CCC2C(=O)N(c3ccc(NC4CCCCC4)c([N+](=O)[O-])c3)C(=O)C2C1 (centres undefined)
 : 1, 0, 1, 22, -11, x, -3, x, 5
> CC(Oc1ccc(Cl)cc1)C(=O)Nc1ccc(S(=O)(=O)Nc2nccs2)cc1 (centres undefined)
 : 10, 0, 14, -1, -0.4, 70, 3, 95, 3
> CC(CCc1ccccc1)NC(=O)c1ccc(Cl)nc1 (centres undefined)
 : 0, 3, -1, -10, 1.0, 94, 3, 91, -7
> COc1ccc2c(c1)O[C@H](c1ccc3c(c1)OCO3)[C@@H](OC(=O)N[C@H](C)C1CCCCC1)C2=O
 : 5, 0, -2, 6, 1.7, 98, -2, 101, 3
> O=C1C2C3C=CC(C3)C2C(=O)N1CNc1ccccn1 (centres undefined)
 : -2, 0, 0, 5, -2.2, x, 5, 116, 3
> O=C(Nc1ccc(F)cc1)c1cc(S(=O)(=O)Nc2ccc(F)cc2)cs1
 : 5, 1, 0, -12, 1.1, 86, -7, 86, 3
> Cc1ccc2c(c1)[nH]c1c(=O)n(Cc3ccco3)cnc12
 : 3, 5, 3, 8, 5.3, 100, 0, 93, 3
> O=Cc1ccc(Oc2nc(Cl)ncc2F)cc1
 : x, 39, x, 0, -3.6, 107, x, 105, x
> CCn1c(-c2ccccc2)c[nH]c1=S
 : -31, 0, -23, -4, 2.0, 98, -4, 97, 0
> Cc1ccc(Cn2nnc3c(=O)[nH]c(C4CCN(S(=O)(=O)c5ccccc5)CC4)nc32)cc1
 : 1, 0, 2, 5, x, 100, -3, x, 9
> COc1cccc(/C=N/n2cnc3ccccc32)c1OC
 : 5, 2, 0, 29, 0.2, 92, -1, 80, 4
> O=S(=O)(Nc1ccc2cn[nH]c2c1)c1ccc(Cl)cc1
 : 4, 0, 4, 12, -0.5, 98, -5, 99, -4
> C/C(CC(=O)Nc1ccc2c(c1)OCCO2)=N\NC(=O)COc1cccc(C)c1
 : 3, 1, 5, 0, 3.2, 92, -4, 96, 2
> CC1(C)CC(=O)C=C(NCC2CCCO2)C1 (centres undefined)
 : -1, 0, -4, 12, 0.8, 107, 6, 100, 4
> COc1ccc2[nH]cc(CCN3C(=O)c4ccc(C(=O)O)cc4C3=O)c2c1
 : x, 0, x, 17, 3.2, 100, x, 96, x
> ON/C=N/C(=S)Nc1ncc(C(F)(F)F)cc1Cl
 : 8, 0, 14, 13, -1.0, 99, 2, 105, 2
> Cc1cc(C)n(-c2ccc(S(N)(=O)=O)cc2[N+](=O)[O-])n1
 : 6, 1, 8, 7, 2.1, 101, 1, 92, -2
> Cc1ccc(NC(=O)C2C3CC4OC(=O)C2C4C3)cc1Cl (centres undefined)
 : -1, 2, 0, 56*, 0.0, x, 0, 103, -1
